# NR2E3 ag-1: NR2E3 agonists in two-hybrid cells, primary screen, cell-based, luminescence, CHO-S, Gal4-NCOR/VP16-NR2E3; AID 602229, 2012; 0.35% of 360,000 active; luciferase; Photoreceptor-specific nuclear receptor (Homo sapiens), Q9Y5X4; inhibition of corepressor binding, % at 3.98 µM;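 active = inhibition above the mean of all tested compounds plus 3 SD, cut at about 70% in these data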;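 also: 0% = DMSO with NR2E3 transfected cells and 100% = cells lacking NR2E3 construct; higher means lower luciferase signal from less NR2E3 corepressor binding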
# Target sequence (Q9Y5X4 whole entry, looked up, the tested form may be a part): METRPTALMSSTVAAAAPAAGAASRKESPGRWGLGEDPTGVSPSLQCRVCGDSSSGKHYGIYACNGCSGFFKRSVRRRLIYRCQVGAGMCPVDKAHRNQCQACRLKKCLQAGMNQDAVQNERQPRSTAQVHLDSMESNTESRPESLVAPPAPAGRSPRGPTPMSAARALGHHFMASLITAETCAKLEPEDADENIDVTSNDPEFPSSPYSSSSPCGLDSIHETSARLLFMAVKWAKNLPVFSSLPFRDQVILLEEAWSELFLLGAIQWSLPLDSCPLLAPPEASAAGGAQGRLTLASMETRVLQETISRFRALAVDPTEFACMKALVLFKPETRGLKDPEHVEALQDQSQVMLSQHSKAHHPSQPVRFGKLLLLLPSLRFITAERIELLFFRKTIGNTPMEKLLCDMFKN
# Peg3 promoter: Peg3 promoter-driven luciferase inhibitors, primary screen, cell-based, HeLa, luciferase luminescence | HeLa PEG-Prom luciferase reporter, overnight | inhibition, % at 20 µM | 1.7% of 360,000 active | AID 588405, 2011;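 active = inhibition of at least 50% at 20 µM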
# KKLEB tox: cytotoxicity in KKLEB CF airway cells, primary screen, cytotoxicity control for CF NF-kB inhibitor project, cell-based, uHTS, fluorescence assay plates | KKLEB CF airway cells viability, ATPlite luminescence, overnight; stronger effect = lower value; cells stimulated with P. aeruginosa culture filtrate | activity change (cytotoxicity), % at 5 µM | 0.36% of 360,000 active | AID 602141, 2011;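 active = corrected activity change at or below -50% at 5 µM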
# TROY NFkB inh: inhibitors of TROY-driven NF-kB signaling, primary screen, Q293 LMP1-TROYcd cells, NF-kB luciferase, uHTS. 0.98% of 360,000 active. Q293 LMP1-TROYcd NF-kB luciferase reporter, 4 h. AID 1347056, 2019. inhibition, % at 10 µM;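 active = compounds whose plate-normalised and pattern-corrected inhibition of the luciferase reporter signal at the single screening dose is 50% or more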
# NR2E3 ag-2: inhibitors of NR2E3-RetCOR corepressor binding, primary screen, NR2E3 agonist project, biochemical, TR-FRET, GST-NR2E3, biotin-RetCOR. Photoreceptor-specific nuclear receptor (Homo sapiens), Q9Y5X4. 1536-well. inhibition of corepressor binding, % at 4.78 µM. 0.12% of 320,000 active. AID 2300, 2010;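 active = percent inhibition above the cutoff of mean plus 3 SD of all tested compounds, set per screening campaign, cut at about 20% in these data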;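 also: 0% = DMSO wells and 100% = biotin wells as full block of FRET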
#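 Assay system: NR2E3–RetCOR corepressor complex. Quantity: 1.35 nM GST-NR2E3. Buffer or medium: pH 7.5 Tris-based buffer. Reagent: biotinylated RetCOR corepressor at 7 nM final. Schedule: 5 h at 4 °C. Detection: TR-FRET, emission read at 617 and 671 nm. Replicates: one well per compound, singlicate testing.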
# CF NFkB inh: inhibitors of PAF-induced NF-kB signaling, primary screen, cell-based, GFP fluorescence, uHTS | AID 588850, 2011 | KKLEB NF-kB-GFP reporter, GFP fluorescence overnight | inhibition, % at 5 µM | 0.86% of 360,000 active;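 active = at least 50% inhibition at 5 µM, scaled per plate between neutral and stimulator controls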;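 also: PAF is a Pseudomonas aeruginosa culture filtrate used as stimulus; plate controls were PAF-stimulated DMSO wells for no effect and unstimulated DMSO wells for full effect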
# TRPM1 prom inh: inhibitors of MITF-dependent TRPM1 promoter reporter, primary screen, cell-based, SK-MEL-5, single point, luciferase. SK-MEL-5 TRPM1 promoter luciferase, 24 h. inhibition, % at 12.5 µM. 0.83% of 330,000 active;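 active = mean inhibition across replicates of 60% or more, whatever share of single replicates reaches that level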; also: values of inactives mirror those of a sister screen read the other way
# HIF-2a block: HIF-2a reporter inhibitors, primary screen, luminescence, 786-0 RCC cells; 786-0 RCC cells HIF-2a reporter, luciferase luminescence, overnight; inhibition, % at 18.8 µM; 0.72% of 360,000 active; AID 624352, 2012;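 active = inhibition of the luminescence signal of 40% or more relative to plate controls, in a single-dose primary screen at 18.75 µM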
# TWEAK-Fn14 inh: inhibitors of TWEAK-Fn14 signaling, primary screen, luciferase reporter cells, uHTS | AID 1159606, 2016 | 2% of 360,000 active | inhibition, % at 10 µM | TWEAK-stimulated Fn14 reporter cells, luciferase luminescence, 8 h; in the data active = inhibition above about 50%
# Shn3 inh set2: reduction of Shn3 3'UTR firefly luciferase signal, primary screen, Schnurri-3 inhibitor project, cell-based, Clone20 osteoblasts, set 2; 0.52% of 360,000 active; inhibition, % at 12.5 µM; Clone20 osteoblast Shn3 3'UTR firefly luciferase, 24 h;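 active = mean inhibition of at least 75% with every replicate also reaching 75%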;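 also: 0% = median of neutral control wells and 100% = pilot-screen positive control compound; some compounds past the cut are filed as inactive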
# C8 TRAIL sens: viability loss with TRAIL in NB7+C8 cells, primary screen, TRAIL sensitizer project, cell-based, ATPlite luminescence; 1% of 360,000 active; inhibition (viability loss, TRAIL sensitization), % at 10 µM;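 active = compounds causing at least 50% loss of cell viability in the single-dose screen, relative to plate controls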
# Numbers without * were called inactive; · = no result given.
1	CCOc1ccc2c(c1)-c1c(ssc1=S)C(C)(C)N2C
2	C/C=C(\C)CN1CCc2cc(OC)c(OC)cc2C1
3	O=C(Nc1ccc(-n2cnnn2)cc1)C1CCC1
4	CCCCOC(=O)C1=C(C)Nc2ncnn2C1c1cccc(OC)c1 (stereo not drawn)
5	O=S1(=O)C[C@H](N2CCCC2)[C@@H](COCc2ccccc2)N1
6	Cc1cc(C(=O)NCCC2=CCCCC2)ccc1[N+](=O)[O-]
7	COC(=O)Nc1ccc(S(=O)(=O)N2CCCC(C(=O)N3CCCCC3)C2)cc1 (stereo not drawn)
8	Cc1cc(F)ccc1N1CCC(N2CCN(C)C(CCO)C2)CC1 (stereo not drawn)

assay / compound	1	2	3	4	5	6	7	8
NR2E3 ag-1	-20	-17	-18	6	13	-106	-3	-11
Peg3 promoter	-30	10	4	9	10	-273	18	-1
KKLEB tox	-14	4	-4	2	0	-13	0	-3
TROY NFkB inh	10	2	-6	-8	10	-72	-11	-19
NR2E3 ag-2	2	-1	5	-4	·	-5	1	4
CF NFkB inh	31	-6	10	-2	-14	13	12	4
TRPM1 prom inh	-11	-4	6	-2	·	-32	-3	7
HIF-2a block	-17	-3	4	21	20	-244	17	-2
TWEAK-Fn14 inh	14	0	-16	-11	-1	-2	-3	-2
Shn3 inh set2	-4	-38	2	12	-6	-83	11	3
C8 TRAIL sens	12	-17	-14	-16	7	3	-7	7

# Arranged by value in CF NFkB inh (rising): 3 from the list above.
item	SMILES	NR2E3 ag-1	Peg3 promoter	NR2E3 ag-2	CF NFkB inh	TRPM1 prom inh	HIF-2a block	TWEAK-Fn14 inh	Shn3 inh set2
8	Cc1cc(F)ccc1N1CCC(N2CCN(C)C(CCO)C2)CC1 (stereo not drawn)	-11	-1	4	4	7	-2	-2	3
6	Cc1cc(C(=O)NCCC2=CCCCC2)ccc1[N+](=O)[O-]	-106	-273	-5	13	-32	-244	-2	-83
1	CCOc1ccc2c(c1)-c1c(ssc1=S)C(C)(C)N2C	-20	-30	2	31	-11	-17	14	-4

# Other compounds follow:
9	COC(=O)c1cn(C(=O)c2ccc(C)c(C)c2)c2ccccc12
10	COC(=O)c1sc(NC(=O)c2cccc([N+](=O)[O-])c2)c(C(N)=O)c1C
11	CCOC(=O)c1ccc(NC(=O)CS(=O)(=O)c2cn(CC)c3ccccc23)cc1
12	COc1cc(/C=C/C(=O)O)cc(S(=O)(=O)NCCCO)c1OC
13	Cn1nc(-c2ccc(C(=O)Nc3cccc(Cl)c3)cc2)c2ccccc2c1=O
14	Cc1cc(-c2cc(C(=O)NCc3ccccc3)on2)nc(NC2CCCC2)n1
15	O=[N+]([O-])c1ccc(C[n+]2cccc3ccc4cccnc4c32)cc1
16	CCOC(=O)c1ccc(NC(=O)c2nc[nH]c2C(=O)NC)cc1

assay / compound	9	10	11	12	13	14	15	16
NR2E3 ag-1	6	-13	11	11	-7	0	-8	30
Peg3 promoter	10	19	13	10	8	17	6	-32
KKLEB tox	-22	9	-3	2	-35	-37	4	25
TROY NFkB inh	2	-4	-3	-16	34	3	2	-6
NR2E3 ag-2	-1	0	0	-3	-23	5	3	1
CF NFkB inh	15	-68	6	-6	23	20	-8	-11
TRPM1 prom inh	4	15	9	5	17	-5	7	-18
HIF-2a block	-9	-11	9	8	-17	8	0	-48
TWEAK-Fn14 inh	-3	-36	-2	11	-110	-3	13	-18
Shn3 inh set2	6	8	22	1	36	11	25	-16
C8 TRAIL sens	28	-13	-14	-15	39	2	22	13

# The final three entries of the part above are carried over, then new ones follow:
14	Cc1cc(-c2cc(C(=O)NCc3ccccc3)on2)nc(NC2CCCC2)n1
15	O=[N+]([O-])c1ccc(C[n+]2cccc3ccc4cccnc4c32)cc1
16	CCOC(=O)c1ccc(NC(=O)c2nc[nH]c2C(=O)NC)cc1
17	Cc1cc(C(C)(C)C)ccc1OCCN(C)C
18	O=C(CN1CCN(S(=O)(=O)c2ccc(Cl)cc2)CC1)N1CCCC1
19	Cc1cc(C)c(NC(=O)Nc2ccc3c(c2)OCO3)c(C)c1
20	CCCCNS(=O)(=O)c1ccc2nc(SCC(=O)c3ccc(C#N)cc3)[nH]c2c1
21	OCCN(CC#CC(O)(c1ccccc1)C1CCCCC1)CCO (stereo not drawn)
22	Cc1cccc(CC(=O)OCn2nnc3ccccc3c2=O)c1
23	Nc1nc2c(s1)CCCCCCCCCC2
24	CCN(CC)S(=O)(=O)c1cccc(NC(=O)C(=O)c2c(-c3ccccc3)cc3ccccn23)c1

assay / compound	14	15	16	17	18	19	20	21	22	23	24
NR2E3 ag-1	0	-8	30	-41	5	-56	-11	-33	-22	6	0
Peg3 promoter	17	6	-32	7	-11	-137	26	10	11	7	10
KKLEB tox	-37	4	25	-6	14	15	9	-18	12	0	0
TROY NFkB inh	3	2	-6	3	19	-31	10	13	-6	-14	19
NR2E3 ag-2	5	3	1	-4	·	0	2	3	2	-3	0
CF NFkB inh	20	-8	-11	-2	-15	-18	1	11	1	2	9
TRPM1 prom inh	-5	7	-18	-15	0	-26	5	3	2	·	9
HIF-2a block	8	0	-48	8	14	-124	13	14	-2	20	14
TWEAK-Fn14 inh	-3	13	-18	1	4	-13	1	-5	-10	-1	39
Shn3 inh set2	11	25	-16	-11	-7	-13	27	-9	-7	-4	77
C8 TRAIL sens	2	22	13	2	-5	-7	8	19	-2	4	2

25	COc1ccc2nc(NC(=O)CN(C)S(=O)(=O)c3cccs3)sc2c1
26	C=Cc1ccc(CC2(C)C(=O)Nc3c(Cl)cccc32)cc1 (stereo not drawn)
27	O=C(NCCc1ccccc1)C(=O)NCC1OCCN1S(=O)(=O)c1ccc(F)cc1 (stereo not drawn)
28	COc1ccc(NC(=O)COc2ccc(-n3cnnn3)cc2)cc1OC
29	c1csc(C(c2nnnn2C2CCCCC2)N2CCN(c3nc4ccccc4s3)CC2)c1 (stereo not drawn)
30	CCOCCCNS(=O)(=O)c1ccc(NC(=O)N2c3ccccc3Sc3ccccc32)cc1
31	CCOc1ccc(NC(=O)Nc2cc(C(C)C)c(O)cc2C)cc1
32	COc1ccccc1CCNC(=O)c1cc(-c2ccccn2)nc2ccccc12

assay / compound	25	26	27	28	29	30	31	32
NR2E3 ag-1	-2	-14	-2	9	-23	2	-11	-8
Peg3 promoter	-34	10	6	14	14	29	2	51*
KKLEB tox	-4	4	-2	23	-6	7	-4	1
TROY NFkB inh	-33	7	4	3	-7	-17	-14	15
NR2E3 ag-2	-5	·	-1	·	·	1	0	·
CF NFkB inh	-10	-7	-1	-29	14	10	-13	-21
TRPM1 prom inh	-30	·	·	4	-7	5	-3	2
HIF-2a block	-119	20	2	5	3	-9	8	-1
TWEAK-Fn14 inh	11	3	-5	2	3	7	-9	8
Shn3 inh set2	-5	16	-29	7	13	21	0	8
C8 TRAIL sens	11	3	30	3	-14	-14	6	1

33	N#Cc1ccc(CN(c2ccncc2)S(=O)(=O)c2ccccc2)cc1
34	Cc1cccc(C)c1NC(=S)N1CC(C)OC(C)C1 (stereo not drawn)
35	Cc1ccc(CCN2CC(C(=O)NC(C)C)CC2=O)cc1 (stereo not drawn)
36	NC(=O)[C@H](Cc1cc2ccccc2s1)NC(=O)[C@@H]1CC2(CC(c3cccc(NC(=O)[C@@H]4CCC(=O)N4)c3)=NO2)CN1C(=O)/C=C/c1c(F)cccc1Cl (stereo partly drawn)
37	COc1cccc(NC(=O)C2(C)CCCN2C(=O)C(C)C)c1OC (stereo not drawn)
38	O=C1NC(NS(=O)(=O)c2ccccc2)(C(F)(F)F)C(=O)N1Cc1cccnc1 (stereo not drawn)
39	Cc1ccc(S(=O)(=O)N2CCN(C(=O)COC(=O)CSc3cc(C)ccc3C)CC2)c(C)c1
40	CC(=O)c1c(C)[nH]c(C(=O)NCc2ccc(F)cc2)c1C

assay / compound	33	34	35	36	37	38	39	40
NR2E3 ag-1	-25	-5	-5	-10	6	5	0	-10
Peg3 promoter	17	12	6	-9	-5	2	-8	5
KKLEB tox	4	3	10	3	8	0	-10	-1
TROY NFkB inh	2	-2	-10	-11	-5	11	0	-12
NR2E3 ag-2	1	3	-1	2	·	-1	2	2
CF NFkB inh	-9	-13	3	35	-2	16	3	-12
TRPM1 prom inh	-2	-3	11	3	·	1	2	-1
HIF-2a block	9	17	16	15	-2	15	10	6
TWEAK-Fn14 inh	9	17	0	-15	-13	-1	0	22
Shn3 inh set2	-6	9	-8	9	-15	-9	-7	-5
C8 TRAIL sens	-11	11	1	3	12	-11	-16	-1

41	O=C(O)c1ccc2c(=O)n3c(nc2c1)/C(=C/c1ccccc1OC(F)F)CC3
42	Cc1ccc(C(=O)N2CCN(CCNC(=O)C(=O)Nc3ccc(Cl)cc3)CC2)cc1
43	CCCN=Cc1ccc(O)cc1
44	CCCCOc1ccc(CC2CCC(=O)NC2=O)cc1 (stereo not drawn)
45	O=C(CSc1ncnc2c1nnn2-c1ccc(F)cc1)NCC1CCCO1 (stereo not drawn)
46	COc1ccccc1NC(=O)CSc1ccc2nnc(-c3ccccn3)n2n1
47	CCOC(=O)C1=C(C)N(C[C@@H]2CC[C@@H](Cc3ccc(-c4ccccc4)cc3)O2)C(=O)NC1c1ccc(SCc2ccco2)c([N+](=O)[O-])c1 (stereo partly drawn)
48	Cc1ccc(Cl)c(OCC(=O)OCC(=O)c2ccc[nH]2)c1
49	CN(C)C(=O)CCN1CCOCC1

assay / compound	41	42	43	44	45	46	47	48	49
NR2E3 ag-1	-34	4	-13	0	-26	-8	-39	10	1
Peg3 promoter	8	5	13	2	14	2	5	2	2
KKLEB tox	3	-5	0	8	-13	-7	6	-11	12
TROY NFkB inh	27	-8	-5	-9	19	-5	-7	15	-29
NR2E3 ag-2	1	·	0	5	2	3	·	·	3
CF NFkB inh	-9	7	-7	-12	23	-6	6	17	-9
TRPM1 prom inh	8	11	1	-3	9	4	-13	8	-4
HIF-2a block	21	-9	13	10	31	1	8	8	7
TWEAK-Fn14 inh	-8	-4	-10	4	30	15	6	7	-5
Shn3 inh set2	0	17	25	0	-9	-3	0	-9	-19
C8 TRAIL sens	0	2	-6	-4	3	-2	3	-12	-15

# An excerpt; the hit share may differ from the screen's.
